UTI89 phage lysis – inhibition of K1F phage lysis, E. coli UTI89, bacterial capsule biogenesis inhibitors, alamar blue (AID 488966); 340,000 tested, 0.02% active; inhibition, % at 100 µM; hits with a dose series show IC50 in µM; E. coli UTI89 K1F phage lysis, alamar blue, 2 h; higher % means a stronger effect;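 active means phage lysis inhibition, versus mean bacterial control, above a set limit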;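 further: capsule biogenesis inhibitors block K1F phage lysis so surviving cells raise fluorescence; higher fluorescence means more inhibition of phage lysis; actives were called in the ten point dose series up to 300 µM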
NTR1 agonist – agonists of NTR1, primary screen, imaging, U2OS cells, beta-arrestin-GFP, high content (AID 493036). NTR1-U2OS beta-arrestin-GFP spot imaging, agonist mode. activation, % at 20 µM. 330,000 tested, 0.17% active;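 active means activation at or above 40% of the spot to cytoplasm intensity ratio, with at least 20 cells analyzed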;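 further: 0% = DMSO without peptide and 100% = 100 nM NTR1 peptide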
Target sequence (P30989 whole entry, looked up): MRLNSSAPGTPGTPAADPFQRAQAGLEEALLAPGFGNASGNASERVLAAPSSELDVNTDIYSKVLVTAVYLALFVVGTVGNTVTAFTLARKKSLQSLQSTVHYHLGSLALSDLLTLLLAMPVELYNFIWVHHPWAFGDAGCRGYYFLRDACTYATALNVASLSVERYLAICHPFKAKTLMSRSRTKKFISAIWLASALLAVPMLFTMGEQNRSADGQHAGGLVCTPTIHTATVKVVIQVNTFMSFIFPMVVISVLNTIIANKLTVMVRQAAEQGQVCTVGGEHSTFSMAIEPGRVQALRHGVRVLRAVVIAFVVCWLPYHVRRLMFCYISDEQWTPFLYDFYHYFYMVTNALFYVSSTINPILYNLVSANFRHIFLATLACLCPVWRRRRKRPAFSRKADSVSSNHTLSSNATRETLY
Dengue-2 NS5 capping – Dengue-2 NS5 methyltransferase inhibitors, primary screen, biochemical, confirmation dose response (AID 588689); Genome polyprotein (Dengue virus type 2 (strain 16681-PDK53)); Dengue-2 NS5 methyltransferase capping enzyme assay, biochemical; higher % means a stronger effect; inhibition, % at 25 µM, or IC50 in µM where a hit was titrated; 340,000 tested, 0.3% active; in the data active means a potency from the dose series
GPR55 antagonists – GPR55 antagonists blocking LPI-driven arrestin recruitment, primary screen, imaging, U2OS, beta-arrestin-GFP, LPI agonist (AID 2013); U2OS GPR55 beta-arrestin-GFP translocation imaging, LPI antagonism; higher % means a stronger effect; inhibition, % at 10 µM, or IC50 in µM where a hit was titrated; G-protein coupled receptor 55 (Homo sapiens); 290,000 tested, 0.13% active;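 active means spots per cell inhibited over 60%, with over 100 cells counted and total cytoplasm intensity under 500,000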;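 further: U2OS cells stably carrying GPR55 and arrestin-GFP stimulated by 5 µM LPI near EC80; imaged beta-arrestin-GFP aggregate spots per cell after agonist stimulation; plate controls were LPI-stimulated DMSO wells for no effect and DMSO wells without LPI for full effect; some results filed as inactive read as strong as hits; confirmed hits need IC50 under 10 µM and bright autofluorescent wells are also inconclusive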
GPR55 activation – GPR55 agonists via beta-arrestin recruitment, primary screen, imaging, U2OS cells, beta-arrestin-GFP redistribution (AID 1961). U2OS GPR55 beta-arrestin-GFP redistribution imaging; higher % means a stronger effect. 290,000 tested, 0.048% active. one-dose activation, % at 10 µM; EC50 in µM for titrated hits;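 active means activation above 40% with more than 50 cells counted in the well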;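 further: U2OS osteosarcoma cells stably expressing GPR55 and beta-arrestin-GFP; plate controls were DMSO negative control for no effect and LPI positive control for full effect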
GPR35 antagonists – GPR35 antagonists blocking zaprinast-driven arrestin recruitment, primary screen, imaging, U2OS, beta-arrestin-GFP, zaprinast agonist (AID 2058) | U2OS GPR35 beta-arrestin-GFP translocation imaging, zaprinast antagonism; higher % means a stronger effect | 290,000 tested, 0.052% active | G-protein coupled receptor 35 (Homo sapiens) | inhibition, % at 10 µM; hits with a dose series show IC50 in µM;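 active means inhibition of at least 50% with at least 30 cells and total cytoplasm GFP at most 10,000,000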
HIV fusion peptide – inhibitors of HIV fusion peptide binding, primary screen, biochemical, uHTS, fluorescence dequenching (AID 1986); 290,000 tested, 0.3% active; inhibition, % at 20 µM, or IC50 in µM where a hit was titrated; cell-free peptide binding, fluorescence dequenching, 30 min; higher % means a stronger effect; in the data active means inhibition mostly above about 52%, no sharp cut-off; inactive means mostly below about 76%; further: some results filed as inactive read as strong as hits
SIAH1 antagonists – Siah-1 peptide-binding antagonists, primary screen, biochemical, fluorescence polarization, rhodamine-plectin, uHTS (AID 1817). E3 ubiquitin-protein ligase SIAH1 (Homo sapiens). Siah-1 / rhodamine-plectin peptide fluorescence polarization; higher % means a stronger effect. displacement, % at 20 µM, or IC50 in µM where a hit was titrated. 290,000 tested, 0.02% active;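 active means displacement of at least 50% at 20 µM, with a fluorescence ratio check between 0.3 and a set limit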;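 further: plate controls were Siah plus tracer with DMSO for no effect and tracer alone without Siah for full effect; strong numbers were not always called active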
AID2073 – inhibitors of Mint1-CaV2.2 protein interaction, biochemical, HTRF (AID 2073); one-dose inhibition, % at 20 µM; IC50 in µM for titrated hits; Voltage-dependent N-type calcium channel subunit alpha-1B (Homo sapiens); 290,000 tested, 0.19% active; HTRF protein-protein interaction, Mint1-CaV2.2; higher % means a stronger effect; in the data active means inhibition mostly above about 51%, no sharp cut-off; further: some results filed as inactive read as strong as hits
NTR1 agonist cell count 20 µM – also measured in NTR1 agonist; calls as there; cell count; measured here: cell count, cytotoxicity flag
An asterisk follows results filed as active; x = not tested or not shown; [ ] = another dose, or the depositor's remark.

Preview:
Screens in order: UTI89 phage lysis	NTR1 agonist	NTR1 agonist cell count 20 µM	Dengue-2 NS5 capping	GPR55 antagonists	GPR55 activation	GPR35 antagonists	HIV fusion peptide	SIAH1 antagonists	AID2073
- O=C(CCS(=O)(=O)Cc1ccccc1F)NCc1ccccc1Cl
→ 0.1%	1.3	47	-6%	7%	-0.6%	1%	-0.4%	0%	-5%
- O=C(/C=C/c1ccc([N+](=O)[O-])cc1)Oc1ccc(/C=N/NC(=O)c2ccncc2)cc1
→ 0.0%	2.2	49	-10%	-19%	0.0%	10%	-2.9%	3%	49%

The listing, previewed entries included:
Screens in order: UTI89 phage lysis	NTR1 agonist	NTR1 agonist cell count 20 µM	Dengue-2 NS5 capping	GPR55 antagonists	GPR55 activation	GPR35 antagonists	HIV fusion peptide	SIAH1 antagonists	AID2073
- O=C(CCS(=O)(=O)Cc1ccccc1F)NCc1ccccc1Cl
→ 0.1%	1.3	47	-6%	7%	-0.6%	1%	-0.4%	0%	-5%
- O=C(/C=C/c1ccc([N+](=O)[O-])cc1)Oc1ccc(/C=N/NC(=O)c2ccncc2)cc1
→ 0.0%	2.2	49	-10%	-19%	0.0%	10%	-2.9%	3%	49%
- O=C(Oc1ccc(-c2cnc3ccccc3n2)cc1)c1ccc(Cl)c([N+](=O)[O-])c1
→ -0.3%	0.1	40	-11%	8%	0.3%	22%	-0.5%	-1%	13%
- O=C(Nc1ccc(CN2CCOCC2)cc1)c1ccc(N2CCCC2)c([N+](=O)[O-])c1
→ 0.4%	0.0	58	0%	-7%	-0.2%	-4%	-3.3%	2%	-4%
- COC(=O)c1ccc(NC(=O)CCS(=O)(=O)c2ccc3c(c2)NC(=O)C(C)S3)cc1 (stereo unspecified)
→ 0.2%	1.6	53	-4%	5%	0.0%	10%	-0.7%	0%	10%
- O=C(Nc1ccccc1NC(=O)c1csnn1)c1csnn1
→ 0.4%	-1.3	42	-15%	14%	-0.2%	2%	0.3%	-1%	27%
- CC1CCCCC1NCc1cccc([N+](=O)[O-])c1 (stereo unspecified)
→ 1.1%	-0.7	78	2%	2%	-0.1%	14%	1.1%	1%	-7%
- N#CC1=C(N)NC(SCC(=O)c2ccccc2)=C(C#N)C12CCCC2
→ 6.3%	-0.3	62	-8%	10%	0.1%	15%	11%	4%	29%
- CC(C)COC(=O)N1CCCC1C(=O)Nc1nccs1 (stereo unspecified)
→ 0.4%	0.2	43	1%	0%	-0.1%	10%	-2.9%	-2%	-5%
- CCS(=O)(=O)N1CCC(NC(=O)C(Cc2ccc(OC)c(OC)c2)NC(C)=O)CC1 (stereo unspecified)
→ 0.4%	-1.4	60	-10%	6%	-0.1%	-17%	0.3%	-3%	1%
- O=C(Nc1ccccc1C(F)(F)F)c1ccc(F)c(S(=O)(=O)N2CCOCC2)c1
→ 1.0%[50 µM]	-0.7	57	0%	2%	-0.2%	-4%	1.8%	2%	1%
- CC(C)Oc1cccc(C(=O)C2CCCN(C(=O)CCn3cnnn3)C2)c1 (stereo unspecified)
→ 0.2%	-0.4	53	-5%	6%	-0.1%	14%	0.9%	-2%	-9%
- CCOC(=O)c1cccnc1SC(CC)C(=O)NCc1ccco1 (stereo unspecified)
→ 8.1%	-1.3	41	-7%	12%	-0.1%	29%	-1.2%	-1%	-4%
- COc1ccc(NC(=O)Cn2c3ccc(OC)cc3c3nc4n(c(=O)c32)CCS4)cc1
→ 0.5%	0.6	68	-8%	0%	-0.2%	20%	0.2%	-2%	12%
- Cc1ccccc1C(=O)NNC(=O)CSc1nc2ccccc2c(=O)[nH]1
→ 0.2%	0.3	60	-3%	8%	-0.3%	6%	-2.2%	16%	16%
- COc1ccc2cc(C(=O)NCc3ccccc3)c(=Nc3ccc(C(=O)O)cc3)oc2c1
→ 2.5%	2.2	38	-5%	8%	0.2%	-18%	44%	24%	-8%
- N#Cc1c(-c2ccccc2)cc(C2CC2)nc1N
→ 0.7%	0.3	84	2%	-1%	-0.3%	-1%	-2.0%	-4%	5%
- Cc1cccc(CSc2nnc([C@@H]3CCCN3C(=O)OC(C)(C)C)o2)c1
→ 0.0%	1.1	45	-14%	6%	-0.1%	-5%	0.4%	-3%	-4%
- CCOc1cc(C(=O)OCC(=O)Nc2ccc(SC(F)F)cc2)cc(OCC)c1OCC
→ 0.1%	5.0	53	-2%	11%	-0.3%	7%	-1.7%	-3%	2%
- COc1cccc(/C=C2\SC(=O)N(CC(=O)NC3CCS(=O)(=O)C3)C2=O)c1 (stereo unspecified)
→ 0.0%	1.5	63	1%	-24%	-0.1%	4%	-1.8%	-3%	8%
- Cc1ccc(C(=O)Nc2cccc(C(=O)O)c2)cc1S(=O)(=O)N1CCOCC1
→ 0.1%	0.9	64	1%	-8%	0.0%	-1%	1.5%	4%	-8%
- CCC(Cc1ccccc1)NS(=O)(=O)c1c(C)nc2sccn2c1=O (stereo unspecified)
→ -0.3%	2.5	51	5%	13%	0.5%	-5%	0.9%	7%	1%
- COC(=O)Nc1ccc2ncn(C)c(=O)c2c1
→ -1.4%	-1.5	55	-8%	0%	-0.1%	3%	-2.6%	3%	-4%
- Cc1cc(C)cc(NC(=O)CSc2ccc(-c3ccco3)nn2)c1
→ 1.5%[50 µM]	4.5	85	-1%	-7%	-0.5%	0%	27%	10%	34%
- COc1ccc(-n2c3c(c(=O)[nH]c2=O)C(NC(=O)c2ccncc2)(C(F)(F)F)C(=O)N3)cc1 (stereo unspecified)
→ -0.5%	0.3	33	-13%	-10%	0.0%	-6%	1.4%	0%	-1%
- Nc1ncnc(SCc2c(F)cccc2Cl)n1
→ x	-0.5	46	x	3%	-0.1%	-2%	0.7%	0%	3%
- CCC(C)N1C(=O)S/C(=C/c2ccc(N3CCOCC3)cc2C)C1=O (stereo unspecified)
→ 0.1%	2.1	74	-17%	3%	-0.5%	-3%	0.9%	0%	-1%
- CC(=O)N1c2ccc(S(=O)(=O)NCCC(=O)N(C)Cc3ccccc3)cc2CC1C (stereo unspecified)
→ 0.1%	-0.8	63	-13%	3%	0.3%	15%	-0.5%	0%	10%
- CCOC(=O)C1=C(C)N(CCCC(=O)O)C(=O)NC1c1ccc(Cl)cc1 (stereo unspecified)
→ 0.9%	-0.4	66	0%	0%	-0.2%	-2%	0.8%	8%	0%
- CCN(CC)CCN(Cc1cc2cc3c(cc2[nH]c1=O)OCO3)C(=S)NCC1CCCO1 (stereo unspecified)
→ 0.6%	0.0	72	-5%	7%	0.1%	-2%	-0.9%	1%	41%

Full records as entered above.
Listed for `CCOC(=O)C1=C(C)N(CCCC(=O)O)C(=O)NC1c1ccc(Cl)cc1` (stereo unspecified) : UTI89 phage lysis: 0.9%; NTR1 agonist: -0.4; NTR1 agonist cell count 20 µM: 66; Dengue-2 NS5 capping: 0%; GPR55 antagonists: 0%; GPR55 activation: -0.2%; GPR35 antagonists: -2%; HIV fusion peptide: 0.8%; SIAH1 antagonists: 8%; AID2073: 0%
Listed for `CCN(CC)CCN(Cc1cc2cc3c(cc2[nH]c1=O)OCO3)C(=S)NCC1CCCO1` (stereo unspecified) : UTI89 phage lysis: 0.6%; NTR1 agonist: 0.0; NTR1 agonist cell count 20 µM: 72; Dengue-2 NS5 capping: -5%; GPR55 antagonists: 7%; GPR55 activation: 0.1%; GPR35 antagonists: -2%; HIV fusion peptide: -0.9%; SIAH1 antagonists: 1%; AID2073: 41%

(cont.)
Screens in order: UTI89 phage lysis	NTR1 agonist	NTR1 agonist cell count 20 µM	Dengue-2 NS5 capping	GPR55 antagonists	GPR55 activation	GPR35 antagonists	HIV fusion peptide	SIAH1 antagonists	AID2073
- O=C(NC(n1ccc(=O)[nH]c1=O)C(Cl)(Cl)Cl)C12CC3CC(CC(C3)C1)C2 (stereo unspecified)
→ 0.1%	0.1	62	-12%	10%	-0.3%	-7%	-1.3%	2%	5%
- O=C1/C(=C\c2cccnc2)SC(=S)N1C1CCS(=O)(=O)C1 (stereo unspecified)
→ -7.3%	0.0	66	24%	15%	0.5%	-3%	-2.1%	0%	-19%
- COc1cccc(C(=O)N(c2ccc(C)cc2)C2C=CS(=O)(=O)C2)c1 (stereo unspecified)
→ 0.0%	-1.5	85	9%	4%	0.1%	-7%	-0.6%	0%	-2%
- Cc1ccc2oc(=O)c(/C=C(\O)c3sc(C)nc3C)nc2c1
→ 1.0%[50 µM]	4.0	73	21%	8%	0.1%	-9%	14%	5%	-7%
- Cc1cccc(OCC(=O)N(Cc2cccs2)C2CCS(=O)(=O)C2)c1C (stereo unspecified)
→ 2.2%	1.5	71	-10%	-7%	-0.2%	-13%	-1.2%	-4%	-1%
- CC1(C)CC2CC(C)(CN2C(=O)c2ccccc2)C1 (stereo unspecified)
→ 0.4%	0.1	65	-9%	-2%	-0.1%	8%	-0.5%	1%	-4%
- O=C(CSC1=NCCS1)Nc1cccc(F)c1
→ -3.5%	1.1	41	-2%	-2%	-0.1%	3%	1.3%	0%	-8%
- COc1ccc(COc2ccc(C3C(S(=O)(=O)c4ccccc4)CON3C)cc2OC)cc1 (stereo unspecified)
→ 0.3%	3.7	45	-1%	-4%	0.2%	3%	-0.4%	1%	2%
- O=C(O)[C@H]1CCCC[C@H]1C(=O)Nc1cc([N+](=O)[O-])ccc1F
→ -0.7%	-0.5	44	4%	-6%	-0.3%	-5%	-0.8%	-6%	27%
- Cn1nc(C(=O)OCC(=O)N2CCc3ccccc32)c2ccccc2c1=O
→ 0.2%	-2.3	73	-6%	-8%	-0.1%	-4%	-1.7%	2%	-1%
- Cc1cnc(NC(=O)CSc2nnc(C)n2N)s1
→ 1.4%	1.5	55	1%	-5%	0.9%	2%	2.0%	9%	-2%
- O=C(CSc1nnc2ccccn12)NCCN1C(=O)CSC1=O
→ 0.4%	0.6	37	7%	-1%	0.1%	2%	-1.9%	0%	8%
- O=C(Nc1cccc(C(=O)N2CCOCC2)c1)c1ccccc1Cl
→ 0.1%	-0.1	69	-6%	3%	0.3%	2%	-1.2%	2%	10%
- NC(=NC(=O)c1ccc(OCC(F)(F)F)nc1)c1ccccc1
→ 1.3%	11	52	-6%	4%	0.8%	-1%	0.3%	-2%	6%

Screening data as filed in PubChem.
